# EWS-Fli block: EWS/Fli transcriptional activity inhibition; 350,000 compounds, 0.67% hits; inhibition, % at 12.6 µM; AID 651661; A673 NR0B1-luciferase reporter, viability-normalised;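 active means mean inhibition of at least 50% after viability correction, with every replicate also passing that limit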;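 further: firefly luciferase signal divided by Alamar Blue viability fluorescence both relative to DMSO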
# S100A4 inh HTS: inhibitors of human S100A4 binding to myosin IIA peptide. P26447. S100A4/TAMRA-MyoIIA peptide fluorescence polarization. inhibition, % at 10.7 µM. 360,000 compounds, 0.14% hits. AID 652163;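 active means mean inhibition of at least 70% across replicates, with every replicate also reaching that level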
# Target sequence (P26447 whole entry, looked up): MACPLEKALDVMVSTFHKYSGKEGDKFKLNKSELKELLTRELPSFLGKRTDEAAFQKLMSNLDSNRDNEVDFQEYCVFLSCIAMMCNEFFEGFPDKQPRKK
#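 Material: human S100A4 monomer with TAMRA-labelled myosin IIA peptide; buffer or medium: HEPES pH 7.2 with CaCl2, KCl, NaCl, DTT, Triton; compound dosing: one concentration per compound; schedule: 5 min incubation before reading; benchmarks: neutral control DMSO, positive control TFP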
# PAX8 reporter: PAX8 transcriptional activity inhibition; RMG-I TPO-luciferase reporter, SteadyGlo, 24 h; inhibition, % at 12.6 µM; 360,000 compounds, 1.2% hits; AID 652154;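 active means mean replicate inhibition at least 60% with every replicate also reaching 60%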;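 further: luciferase light reporting Pax8 driven TPO promoter activity; plate controls were median of neutral control wells for no effect and mitoxantrone controls for full effect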
# LGR2 antag: blocks bursicon-induced cAMP signaling via Drosophila LGR2; HEK293 LGR2, CRE-luciferase, bursicon-stimulated, 4 h; inhibition, % at 9.99 µM; 380,000 compounds, 0.35% hits; AID 720647;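 active means drop in luminescence signal, shown as inhibition above about 50% in the replicate tests, limit read from the data, passing the limit was not always enough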;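 further: agonist challenge used bursicon conditioned medium at about half maximal strength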
# PglD inh: inhibitors of Campylobacter jejuni PglD acetyltransferase | purified PglD enzyme, DTNB colorimetric CoA detection | inhibition, % at 12.5 µM | 360,000 compounds, 0.098% hits; in the data active means inhibition above about 16%, passing the limit was not always enough; further: strong numbers were not always called active
# PGC1a acetyl inh: lowers PGC1a acetylation signal in U2OS cells; AlphaScreen anti-acetyl-lysine; with virally co-expressed GCN5 acetyltransferase; inhibition, % at 15.6 µM; 350,000 compounds, 0.17% hits;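 active means every replicate shows inhibition of at least 40%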;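 further: 0% = neutral control wells and 100% = positive control wells; some results beyond the cut were filed as inactive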
# FN deposit inh: fibronectin deposition inhibition; AH1F fibroblasts, Alexa488-fibronectin deposition fluorescence, overnight; inhibition, % at 12.6 µM; 350,000 compounds, 0.086% hits; AID 743247;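 active means mean inhibition across replicates of 30% or more, regardless of how many single replicates reach that level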;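 further: positive control wells lacked labelled fibronectin entirely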
#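 Material: AH1F fibroblast monolayer depositing Alexa488-labelled fibronectin into matrix | Input: 10000 AH1F cells/well | Medium: DMEM plus 2% serum, read in PBS | Reagent: Alexa488-fibronectin, 24 nM final in well | Compound dosing: One dose per compound, pinned | Schedule: 1 h adhesion, overnight exposure | Measured by: Fluorescence at 485 nm excitation, 525 nm emission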
# ERAP1 inh: inhibitors of human ERAP1 aminopeptidase; Q9NZ08; recombinant ERAP1, Leu-AMC fluorescence, 60 min; inhibition, % at 10.7 µM; 340,000 compounds, 0.15% hits;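 active means mean replicate inhibition of at least 30%, or all replicates individually reaching that 30% level; inactive means mean below 30% and not every replicate reaching it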;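 further: 0% = neutral control wells and 100% = L-leucinethiol positive control wells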
# Target sequence (Q9NZ08 whole entry, looked up): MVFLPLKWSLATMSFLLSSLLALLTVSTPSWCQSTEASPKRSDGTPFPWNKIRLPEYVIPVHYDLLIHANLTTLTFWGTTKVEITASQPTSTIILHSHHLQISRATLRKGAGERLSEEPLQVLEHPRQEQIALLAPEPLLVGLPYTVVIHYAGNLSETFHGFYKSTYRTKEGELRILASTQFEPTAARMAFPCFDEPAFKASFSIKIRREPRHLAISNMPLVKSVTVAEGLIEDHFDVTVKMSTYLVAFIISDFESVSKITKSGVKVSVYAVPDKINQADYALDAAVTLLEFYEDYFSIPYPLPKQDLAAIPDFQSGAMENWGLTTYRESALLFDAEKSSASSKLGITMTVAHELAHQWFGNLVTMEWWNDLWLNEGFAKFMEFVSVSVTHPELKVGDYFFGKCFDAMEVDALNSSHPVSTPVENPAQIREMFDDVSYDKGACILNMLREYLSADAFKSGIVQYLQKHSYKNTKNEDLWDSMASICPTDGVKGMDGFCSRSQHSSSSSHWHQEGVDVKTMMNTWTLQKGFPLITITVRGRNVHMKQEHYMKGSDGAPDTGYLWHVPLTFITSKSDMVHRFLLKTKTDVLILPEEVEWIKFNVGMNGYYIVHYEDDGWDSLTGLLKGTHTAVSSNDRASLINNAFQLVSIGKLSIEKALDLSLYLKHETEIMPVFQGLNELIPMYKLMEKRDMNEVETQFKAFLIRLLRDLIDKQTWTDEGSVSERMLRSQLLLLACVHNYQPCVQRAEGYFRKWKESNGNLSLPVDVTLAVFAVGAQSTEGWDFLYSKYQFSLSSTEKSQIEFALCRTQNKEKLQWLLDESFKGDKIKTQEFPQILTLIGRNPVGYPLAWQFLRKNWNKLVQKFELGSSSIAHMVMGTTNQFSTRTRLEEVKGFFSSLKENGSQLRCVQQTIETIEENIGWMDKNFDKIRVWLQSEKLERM
# * = called active by the depositor; . = no result given; & = joins results of further samples.
item	Compound	LGR2 antag	FN deposit inh	PAX8 reporter	PGC1a acetyl inh	PglD inh	S100A4 inh HTS	ERAP1 inh	EWS-Fli block
1	CCNC(=O)[C@@H]1[C@@H](CO)[C@@H]2Cn3c(ccc(-c4ccccc4)c3=O)[C@@H]2N1CC1CC1	21	.	4	.	2	-2	1	14
2	CS(=O)(=O)N(CC(=O)NCc1ccccc1Cl)Cc1ccccc1	.	-18	-5	-10	-4	.	.	.
3	O=C(OCc1cn([C@@H]2CN(CC3CCCCC3)[C@@H](c3ccc(Cl)cc3)C[C@H]2O)nn1)c1ccccc1	-2	.	6	7	3	-5	7	-9
4	CCCCNc1ncnc2c1cnn2-c1ccc(Cl)cc1	-23	15	-133	-11	3	0	3	20
5	COc1ccc(/C=N/NS(=O)(=O)c2ccc(C)cc2)cc1	14	7	-3	.	4	-4	2	1
6	COc1cccc(CNC(=O)C2CCN(S(=O)(=O)c3ccc4c(c3)C(C)(C)C(=O)N4C)CC2)c1	-1	-6	3	-10	7	2	5	5
7	C/C(CC(=O)Nc1cc(Cl)ccc1Cl)=N\NC(=O)c1ccccc1Br	-7	-3	3	.	.	-2	2	-6
8	O=C(C[C@@H]1CC[C@@H]2[C@H](COC[C@H](O)CN2C(=O)c2ccccn2)O1)NC1CCC1	-17	-1	.	-1	2	10	0	.
9	CC(O)[C@H]1CNC(=O)C(=O)N1CCC12CC3CC(CC(C3)C1)C2 (stereo partly specified)	-2	13	-8	.	0	1	6	-6
10	O=C(CCCCCn1c(=S)[nH]c2ccc(N3CCOCC3)cc2c1=O)NCc1ccccc1Cl	9	-4	12	-12	-2	0	3	6
11	CCOC(=O)c1cccc(NC(=S)N2CCN(c3ncc4c(=O)c(C(=O)O)cn(CC)c4n3)CC2)c1	-2	-7	-6	-5	.	-6	-1	6
12	COc1ccc(S(=O)(=O)N(C)C[C@@H]2Oc3ccc(NS(=O)(=O)c4ccc(F)cc4)cc3C(=O)N([C@H](C)CO)C[C@@H]2C)cc1	9	.	-9	8	-1	3	0	-6
13	COc1cc(C2Nc3ccc4ccccc4c3C3=C2C(=O)CC(C)(C)C3)ccc1OCC(=O)O (stereo unspecified)	8	-6	10	-10	0	-5	-73	0
14	O=C(CSc1nccc(-c2cccs2)n1)Nc1cccc(Cl)c1	8	4	48	-4	7	-1	.	1
15	Cc1noc(C)c1NC(=O)Nc1ccc2c(c1)C(=O)N([C@@H](C)CO)C[C@H](C)[C@H](CN(C)C(=O)NC(C)C)O2	-18	-2	.	11	3	7	-1	-6
16	Nc1c(C(=O)NCc2ccc3c(c2)OCO3)nnn1CC(=O)Nc1ccc(Br)cc1	6	-3	24	-4	3	-18	1	.
17	C[C@H]1[C@H](c2ccccc2)Oc2cccc(NCCc3ccccc3)c2S(=O)(=O)N1Cc1cccc(Cl)c1	11	3	7	.	.	-7	-2	6
18	CN(CC(=O)Nc1cccc(F)c1)C(=O)c1ccc(N2CCCCC2)c([N+](=O)[O-])c1	-4	0	-13	3	.	1	1	-19
19	N#Cc1ccc(S(=O)(=O)NCCc2ccncc2)cc1	8	-2	29	.	-3	-8	0	10
20	Cc1c(Cl)cccc1-n1nnnc1-c1cccs1	.	-1	16	-3	1	.	.	.
21	CCC(=O)N1C[C@@H](C)[C@H](OC)CN(C)C(=O)c2ccc(NC(=O)c3cc(C)on3)cc2OC[C@@H]1C	2	3	-8	-1	0	.	.	5
22	C[C@H]1CN([C@@H](C)CO)C(=O)c2cc(C#CC3CC3)cnc2O[C@H]1CN(C)C(=O)Nc1ccc(F)cc1	8	.	.	-5	3	-3	2	0
23	O=C(Nc1ccccc1)OCCN1CCN(Cc2ccccc2)CCC1=O	2	-1	5	5	0	2	-5	-1
24	CSC[C@H]1CN(c2ccccc2)C(=O)[C@@H]1CC(=O)Nc1ccc(Br)cc1	-10	3	-12	8	0	-6	.	1
25	C[C@@H]1CN([C@@H](C)CO)C(=O)CCCn2cc(nn2)CO[C@H]1CN(C)S(=O)(=O)c1cccc(C#N)c1	5&6	5	-5	2&5	2	-3&4	-7&4	-14&-2
26	COc1ccccc1NS(=O)(=O)c1cccc(C(=O)N/N=C/c2ccc(NC(C)=O)cc2)c1	3	9	0	.	.	-3	.	-18
27	CCc1nc(NC(=O)c2sc(C)nc2C)sc1C(=O)OC	-4	6	7	5	0	-4	-1	-9
28	CNC(=O)C[C@@H]1CC[C@@H]2[C@@H](COc3ccc(NC(=O)Nc4cccc(C)c4)cc3C(=O)N2C)O1	0	-28	-1	0	-1	19	3	-7
29	COc1ccccc1-c1nnc(SCC(=O)NNC(=O)c2ccccc2F)n1C	-12	-2	2	11	-4	2	-1	1
30	CCCNC(=O)Nc1ccc2c(c1)C(=O)N(C)C[C@H](OC)[C@H](C)CN(C(C)=O)[C@H](C)CO2	-7	10	5	-7	0	9	2	-6
31	CCc1nn(CCCC(=O)NCc2cc(Br)ccc2OC)c(=O)c2cc3occc3n12	-5	6	-6	-11	4	5	-1	.
32	CCOC(=O)c1c(C)[nH]c(C(=O)C(C)OC(=O)c2ccc(NC(=O)CC#N)cc2)c1C (stereo unspecified)	-2	3	7	1	-5	-5	0	3
33	O=C(Nc1nnc(-c2ccc(Cl)cc2)o1)c1ccccc1Br	-20	11	-22	3	-5	1	2	-2
34	O=Cc1ccc(O)c(O)c1	-16	6	3	-26	2	-8	-2	13
35	O=C(NNC(=O)c1ccc(Oc2ccc(C3SCCS3)cc2)o1)c1ccc(Cl)cc1	.	9	10	3	.	-3	-2	7
36	CCn1c(CNC(=O)c2ccccc2OC)nnc1SCC(=O)c1ccc(F)cc1	13	-4	11	-11	-3	-2	-2	8
37	CCOc1ccc(N(CC(=O)Nc2ccc(OC)cc2)S(=O)(=O)c2c(C)[nH]c(=O)[nH]c2=O)cc1	12	6	-8	-26	.	2	6	-79
38	COc1ccccc1-c1cn(CC[C@H]2CC[C@H](NS(=O)(=O)c3ccccc3C)[C@@H](CO)O2)nn1	-3	12	15	-7	0	5	-17	6
39	COc1cccc(NC(=O)N[C@H]2CC[C@H](CC(=O)NCc3ccncn3)O[C@H]2CO)c1	-31	-5	-5	-9	-1	3	1	2
40	C/C(=N/NC(=O)c1ccc2c(c1)OCO2)c1ccc(NC(=O)C(F)(F)F)cc1	0	-4	-67	4	4	.	.	.
41	COC(=O)Cc1cc(=O)oc2c(C)c(O)ccc12	2	-4	.	-2	-5	.	.	.
42	COc1ccc(-n2c(CNc3ccc(C)cc3)nnc2SCc2ccccc2)cc1	0	-10	17	-3	.	.	.	.
43	Cc1noc(C)c1S(=O)(=O)Nc1ccc2c(c1)C(=O)N([C@@H](C)CO)C[C@H](C)[C@@H](CN(C)S(=O)(=O)c1ccccc1)OCCCC[C@@H](C)O2	-12	4	-11	-15	1	-9	1	3
44	Cc1ccc(-n2c(SCC(=O)NCCC3=CCCCC3)nc3n[nH]c(C)c3c2=N)cc1Cl	10	-1	26	.	-6	-3	-2	.
45	Cc1cc2cc(CN(Cc3nnnn3C3CCCCC3)CC3CCCO3)c(=O)[nH]c2cc1C (stereo unspecified)	5	.	.	.	.	28	5	1
46	CCOc1cc(/C=N/NC(=O)Cn2nc([N+](=O)[O-])cc2C)cc(Br)c1OCc1ccccc1C	.	1	28	-5	1	.	.	.
47	COCC1CCCCN1Cc1cn[nH]c1-c1ccc2cc(OC)ccc2c1 (stereo unspecified)	-15	-4	-38	-6	4	-3	0	-13
48	C[C@H]1CN([C@@H](C)CO)C(=O)c2cc(NC(=O)NC3CCCCC3)ccc2O[C@@H]1CN(C)C(=O)Nc1ccccc1	29	.	-32	.	6	157*	-2	2
49	O=C(Cc1ccccc1)N[C@@H]1c2ccccc2CC[C@@H]1OCc1ccccc1	-3	0	-12	3	-4	-4	0	-5
50	O=C(NC(Cc1ccccc1)C(=O)O)/C(=C\c1ccc(F)cc1)NC(=O)c1ccco1 (stereo unspecified)	12	-8	2	0	1	-1	-3	-1

# Record cards, as listed above. Order of values: LGR2 antag, FN deposit inh, PAX8 reporter, PGC1a acetyl inh, PglD inh, S100A4 inh HTS, ERAP1 inh, EWS-Fli block
# O=C(NNC(=O)c1ccc(Oc2ccc(C3SCCS3)cc2)o1)c1ccc(Cl)cc1 as listed: ., 9, 10, 3, ., -3, -2, 7
# Cc1cc2cc(CN(Cc3nnnn3C3CCCCC3)CC3CCCO3)c(=O)[nH]c2cc1C (stereo unspecified) as listed: 5, ., ., ., ., 28, 5, 1

# Records above printed as active in S100A4 inh HTS.
entry	Molecule	LGR2 antag	PGC1a acetyl inh	PglD inh	S100A4 inh HTS	ERAP1 inh
48	C[C@H]1CN([C@@H](C)CO)C(=O)c2cc(NC(=O)NC3CCCCC3)ccc2O[C@@H]1CN(C)C(=O)Nc1ccccc1	29	.	6	157*	-2

# The list goes on:
item	Compound	LGR2 antag	FN deposit inh	PAX8 reporter	PGC1a acetyl inh	PglD inh	S100A4 inh HTS	ERAP1 inh	EWS-Fli block
51	COc1ccc(NC(=O)N(C)C[C@H]2OCCCC[C@@H](C)Oc3ccc(NC(=O)NC(C)C)cc3C(=O)N([C@H](C)CO)C[C@@H]2C)cc1	-4	.	-12	1	0	-3	3	-18
52	CCCNC(=O)Nc1ccc2c(c1)C(=O)N(C)[C@H]1CC[C@@H](CC(=O)OC)O[C@H]1CO2	5	-2	2	-1	-1	2	-2	6
53	COc1cc2c(cc1OC)CN(S(=O)(=O)c1ccccc1F)CC2	0	1	12	-2	-6	0	-6	2
54	O=C(NCCOc1ccc(Cl)cc1)c1ccc2c(c1)OCCO2	-59	5	-168	2	1	1	-4	-69
55	C[C@H]1CN([C@@H](C)CO)C(=O)c2cc(C#Cc3ccccc3)cnc2O[C@H]1CN(C)CC1CCOCC1	-5	.	.	6	0	-3	1	-2
56	COc1ccc(NC(=O)Nc2ccc3c(c2)CC(=O)N([C@H](C)CO)C[C@@H](C)[C@@H](CN(C)Cc2ccncc2)O3)cc1	-12	.	-3	-1	-3	-19	0	-4
57	O=C(Nc1ccc(F)cc1)N1CC(=O)N2[C@H](C1)[C@@H](c1ccc(Br)cc1)[C@@H]2CO	3	.	11	6	.	32	1	-3
58	CC(C)NC(=O)C1(C)CSCC(=O)N1CC(F)(F)F (stereo unspecified)	25	-2	-21	.	.	8	-3	7
59	COCCn1cnc2c(c1=O)c1nc3ccccc3nc1n2/N=C/c1ccc(OC)c(OC)c1	2	-22	5	-6	.	-7	1	21
60	CN(C(=O)COC(=O)c1ccccc1SCC(=O)N1CCCC1)C1CCS(=O)(=O)C1 (stereo unspecified)	26	-4	6	.	-5	1	-3	.
61	Cc1noc(C)c1C(=O)N(CC(=O)Nc1ccc(Cl)c(C(F)(F)F)c1)Cc1ccco1	11	-7	14	-6	0	0	-1	14
62	C[C@@H]1CN([C@H](C)CO)C(=O)c2cc(NC(=O)NC3CCCCC3)ccc2O[C@H]1CN(C)S(=O)(=O)c1cn(C)cn1	14	.	.	4	-4	3	-2	-1
63	CCNC(=O)C[C@@H]1CC[C@H]2[C@H](COc3ccc(NC(=O)c4ccccc4Cl)cc3C(=O)N2C)O1	-9	7	-16	5	0	.	.	-2
64	COCCOC(=O)c1c(C)oc2cc(Br)c(OCC(N)=O)cc12	-23	-14	13	.	.	0	-3	6
65	COc1cc2ccccc2cc1C(=O)OCC(=O)N(C)c1c(N)n(Cc2ccccc2)c(=O)[nH]c1=O	-4	0	1	.	1	-2	-2	-3
66	CCC(=O)N1[C@H](C(=O)NCc2ccc(F)cc2)[C@@H](CO)[C@@H]2Cn3c(ccc(C4=CCCCC4)c3=O)[C@@H]21	-1	1	.	.	-2	1	3	1
67	CC(CNC1CCCCC1)OC(=O)c1ccc([N+](=O)[O-])cc1 (stereo unspecified)	6	-11	-12	.	.	-4	1	2
68	Cc1cccc(NC(=S)NCCc2ccc3c(c2)OCCO3)c1C	-1	3	-3	-7	1	-7	-2	-15
